Bioassay records: PubChem BioAssay, National Center for Advancing Translational Sciences (NCATS)
Pf Dd2 growth: blocks in vitro growth of P. falciparum Dd2. P. falciparum Dd2 growth, SYBR Green, 72 h. Potency, µM (top dose mostly 28.9 µM), without a hit: top-dose activity, negative = inhibition, hits mostly inhibitors. 120,000 tested, 4.3% active. AID 1347417; active = well fitted inhibition curve with a large enough effect; inconclusive = small, poorly fitted or top-dose-only effect; inactive = no such curve, though single readings can be large or run the other way;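 also: plate controls were DMSO vehicle for no effect and reference drug for full effect; nearly all actives have a fitted effect of over 65% in size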
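Readout: SYBR Green fluorescence, 485 nm excitation, 535 nm emission, after ~16 h lysis at 37C. Before that, Dd2-infected red cells (2.5% hematocrit) grew 72 h with compound, 29 uM top final concentration.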
* hit, by the source's call; i = inactive; u = inconclusive; [ ] = another dose, or the depositor's remark. Potency is read from the fitted curve at half-maximal effect. Some of the compounds tested; rates above refer to the full screens.

Structure | Pf Dd2 growth
CCOCCCN(Cc1ccco1)C(=O)c1cc2c(=O)[nH]c3ccc(C)cc3c2s1 | 10µM*
COc1ccc(S(=O)(=O)c2cc(NS(=O)(=O)c3ccc(Cl)cc3)c(C)c(C)c2O)cc1 | -1.7%
O=C(C1CC=CC1)N1C[C@@H](COc2cccnc2)[C@H](c2ccccn2)C1 | -22.7%
CCC1(N2CCN(S(=O)(=O)c3ccc(F)c(C)c3)CC2)CCN(C(=O)NC)C1 (configuration not stated) | u
CCN1CCCC1CNC(=O)CCC1CCN(Cc2cn(CC)c3ccccc23)CC1 (configuration not stated) | u
CCn1cc(CN2C[C@@H]3C(=O)N(CCCN4CCCC4=O)C(=O)[C@@H]3C2)cn1 | 34.6%[activator]
Cc1cccc(NC(=O)CSc2cn(CC(=O)N3CCOCC3)c3ccccc23)c1C | 11.0%
CCOc1ccc2ccccc2c1C(C(=O)O)N1CCN(CC2CC2)CC1 (configuration not stated) | -0.2%
COC(=O)c1cc2sccc2n1Cc1nc(-c2cccc(Cl)c2)oc1C | 27.7%
Cc1cccc(C)c1Nc1c(-c2ccsc2)nc2ccc(Cl)cn12 | u
COc1cccc(CN2CCC3(CC2)CC(O)CCO3)c1OC (configuration not stated) | -13.1%
O=C(c1ccc(Cl)cc1)N1CCC(n2cc(-c3nc(-c4ccccc4)no3)nn2)CC1 | -2.1%
Cn1cc(C2CCN(C(=O)c3sc(Cl)c(Cl)c3Cl)CC2)c2ccccc21 | 7.94µM*
COCCO[C@H]1C(=O)N(C2CCN(C(=O)Nc3ccccc3F)CC2)[C@H]1c1ccncc1 | 24.7%
Cc1ccc(C2Cn3nnc(C(=O)Nc4ccc(Br)cc4)c3CO2)cc1 (configuration not stated) | 8.4%
CC(C)(C)c1nc(C(=O)N2CCOCC2)n2ccncc12 | u
O=c1cc(CN2CCN(S(=O)(=O)c3ccccc3)CC2)nc2sc(-c3ccccc3Cl)nn12 | -10.6%
COc1cc(CCC(=O)N2CCC3(CC2)NCc2ccccc2-n2ccnc23)on1 | 24.5%[5.79 µM]
O=C(c1ccccc1)N1CCCN(c2cc(-c3ccccc3)[nH]n2)CC1 | -0.1%
Cc1cccc(CN(C)CC2CCCN(CCc3cccc(C(F)(F)F)c3)C2)n1 (configuration not stated) | u
O=C(c1ccccc1F)N1CCC2(CC1)CC(N(Cc1ccc(F)cc1)C1CC1)CCO2 (configuration not stated) | u
CCc1nnc([C@@H]2CC(F)(F)CN2Cc2cccn2C)o1 | u
Cc1ccc(Cl)cc1N1CCN(S(=O)(=O)c2ccc3c(c2)C(C(C)C)C(=O)N3)CC1 (configuration not stated) | -28.9%
COc1cccc(N2C(=O)NC(=NC3CCCCC3)C23CCCN(C(=O)c2ccccc2)C3)c1 (configuration not stated) | 14.7%
CCN1CCCCC12Cc1ccccc1CN(S(=O)(=O)c1ccccc1)C2 (configuration not stated) | u
Cc1cc(C)c2c(=O)cc(C(=O)NCCc3ccc(S(N)(=O)=O)cc3)oc2c1 | 41.7%[activator]
CC(C)CCC(=O)N1C[C@@H]2CCCN3CCC[C@@H]([C@H]23)[C@H]1CCCC(=O)N1CCOCC1 | -26.0%
COC(=O)c1ccccc1NC(=O)C1=C(C)C(=O)OC12CCC(C)CC2 (configuration not stated) | -11.6%
Cc1ccc(CSc2oc(-c3ccco3)nc2S(=O)(=O)c2ccc(Br)cc2)cc1 | 15.1%
COc1ccc(N2Cc3c(ncnc3N3CCCN(C(C)=O)CC3)N(C)CC2=O)cc1 | 21.5%
N#Cc1ccccc1Cn1nnc2c(=O)[nH]c(C3CCCN(S(=O)(=O)c4ccc(F)cc4)C3)nc21 (configuration not stated) | i
CCCCNC(=O)c1cccc(NC(=O)c2nsc3ccccc23)c1 | -12.6%
COc1cccc(NC(=O)Cn2c(=O)n(-c3ccc(C)cc3)c(=O)c3ccc(C(=O)NCc4ccco4)cc32)c1 | -14.3%
O=C(C[C@@H]1CCNC[C@@H]1Cc1cc(CC2CCCCC2)on1)NC1CCCCC1 | 8.7%[44.1 µM]
O=C1CN(C(=O)c2ccccc2C(F)(F)F)C(c2ccccc2)c2cc(F)ccc2N1 (configuration not stated) | -2.5%
CC1CCN(C(=O)CCC[C@H]2NC[C@@H]3C[C@H]2CN(Cc2ccccc2)C3)CC1 | u
O=C(CC1Cc2ccccc2C1)N[C@H]1CCOC[C@H]1C1CCOCC1 | -5.4%
Cc1ccccc1CN1CCc2ncc(C(=O)Nc3ccccc3)n2CC1 | u
O=C(c1cccc(F)c1)N1CCC(n2cc(-c3nc(-c4ccccc4)no3)nn2)CC1 | -2.1%
O=C(c1ccc(-c2ccco2)cc1)N1CCOc2ccc(CN3CCN(c4ccccn4)CC3)cc2C1 | u
COCCN1C(=O)CCc2cc(NC(=O)c3c(F)cccc3F)ccc21 | -22.4%
O=S(=O)(c1ccccc1)N1CCC(n2cnnc2-c2ccccc2)CC1 | -17.1%
CN(C)CCN(Cc1ccco1)S(=O)(=O)c1cc2c(cc1Cl)NC(=O)CO2 | 8.6%
O=C(Cc1ccccc1F)N1CCOc2ccc(CN3CCc4ccccc4C3)cc2C1 | u
Cn1nc(C(=O)N2CCOc3ccc(CCC(N)=O)cc3C2)c2ccccc21 | i
COC[C@H]1C[C@@H](NC2CCC2)[C@H](O)[C@@H]1O | -15.9%[44.1 µM]
O=C(NCc1ccc(F)cc1)N1CC(Oc2ccc(-c3noc(-c4ccccc4)n3)cc2)C1 | u
CN1c2cc(C(=O)NCc3ccccc3Cl)ccc2C(=O)N2CCCC21 (configuration not stated) | -7.8%
COc1ccc(NC(=O)N2[C@H]3CC[C@@H]2c2cnc(C)nc2C3)c(C)c1 | 23.0%
CN1C(=O)Cc2cc(S(=O)(=O)NCc3ccc(Cl)cc3)ccc21 | 10.0%
O=C(NC1CCCC1)C1c2ccccc2C(=O)N(Cc2ccccc2)C12CCCC2 (configuration not stated) | -25.9%
CCCN(C(=O)c1cc2c(=O)oc3ccc(C)cc3c2s1)c1ccc(OCC)cc1 | 61.1%[activator]
CC1(C(=O)NCCN2CCOCC2)CCc2cnc(NCc3ccccc3)nc21 (configuration not stated) | i
Cc1ccncc1C(=O)N1CCCC(c2nnnn2C)C1 (configuration not stated) | u
COc1ccc(-c2noc([C@@H]3CCCN3C(=O)Cc3ccc(C)cc3)n2)cc1 | u
COc1cccc(C(=O)N2CCC(N3C[C@H](O)C[C@H]3C(=O)NCc3cccc(C)c3)CC2)c1 | u

(more compounds)
Structure | Pf Dd2 growth
COc1ccc(-c2nnc(SCC(=O)NCCc3ccccc3)nc2-c2ccc(OC)cc2)cc1 | u
CCc1ccc(S(=O)(=O)c2cnc3ccc(OC)cc3c2N2CCCC(C)C2)cc1 (configuration not stated) | i
CCn1cc(C(=O)N2CCN(c3cc(Cl)ccc3C)CC2)c(=O)c2cc(S(=O)(=O)N3CCCCC3)ccc21 | u
COc1ccccc1CCC(=O)N1C[C@@H](C(N)=O)[C@H](c2nc(C)no2)C1 | -26.0%
COc1ccc(N2CC(NC(=O)/C=C\c3ccc(OC)c(OC)c3)CC2=O)cc1 (configuration not stated) | 35.1%[activator]
Cc1cc(C)cc(OC(C)C(=O)Nc2c(C(=O)c3ccccc3)oc3ccccc23)c1 (configuration not stated) | u
COc1ccc(C(=O)N2CCC3(CC2)CC(c2cccc(C(F)(F)F)c2)=NO3)cc1 | u
CCc1noc(-c2cccn3c(CNC(=O)c4cc(F)ccc4F)nnc23)n1 | -14.0%

Of the compounds above, these have a thiophene ring, fused or not:
Structure | Pf Dd2 growth
CCOCCCN(Cc1ccco1)C(=O)c1cc2c(=O)[nH]c3ccc(C)cc3c2s1 | 10µM*
COC(=O)c1cc2sccc2n1Cc1nc(-c2cccc(Cl)c2)oc1C | 27.7%
Cc1cccc(C)c1Nc1c(-c2ccsc2)nc2ccc(Cl)cn12 | u
Cn1cc(C2CCN(C(=O)c3sc(Cl)c(Cl)c3Cl)CC2)c2ccccc21 | 7.94µM*
CCCN(C(=O)c1cc2c(=O)oc3ccc(C)cc3c2s1)c1ccc(OCC)cc1 | 61.1%[activator]

(list continues)
Structure | Pf Dd2 growth
COc1ccc(-n2nc(C3CCCN(C(C)=O)C3)[nH]c2=O)cc1 (configuration not stated) | i
Cc1cnc(-c2cccnc2)n1C1CCCN(C(=O)c2cccn2C)C1 (configuration not stated) | -6.8%
Cc1ccccc1-c1nc(N2CCOCC2)cc2c1CN(CC1CC1)C2=O | -24.4%[44.1 µM]
COc1ccccc1N1CCN(CCC(=O)Nc2cccc(F)c2)CC1 | -20.0%
CCn1c(CO)nnc1C1CC(NC(=O)NCCc2ccccc2F)C1 (configuration not stated) | 1.9%
O=C(CSc1nc2c([nH]c3ccccc32)c(=O)n1-c1ccc(Cl)cc1)NCc1ccccc1 | u
Cc1ccc(-c2cn3c(n2)CO[C@@H](CNC(=O)c2cccnc2)C3)cc1 | -12.3%[44.1 µM]
Cc1ccc(C)c(-n2nc(-c3c(C)nc4scc(CC(=O)NC(C)C(C)C)n4c3=O)cc2C)c1 (configuration not stated) | -15.3%
Clc1cccc(-c2cnc([C@@H]3COCCN3Cc3ccccc3)[nH]2)c1 | u
COC(=O)c1ccc2c(c1)N(CC(=O)Nc1ccc(OC)c(Cl)c1)C(=O)c1ccccc1S2 | i
COc1ccc(C2C=C(c3ccccc3)Nc3nc(NC(=O)/C=C/c4ccc(F)cc4)nn32)cc1 (configuration not stated) | 12.6µM*
O=C(Nc1ccccc1)C1(CCO)CCN(Cc2ccccc2)C1 (configuration not stated) | u
C[C@@H](NC(=O)Cc1ccccc1)c1onc(-c2cccnc2)c1C(=O)O | 18.7%[44.1 µM]
Fc1ccc(N2CCN(c3ncnc4c3nc3n4CCCCC3)CC2)cc1 | -12.2%
CC1CCCCN1CCCNC(=O)c1cc(Sc2ccc(Cl)cc2)nc2ccccc12 (configuration not stated) | u
O=C(CCCn1ccnc1)N1CCn2nc(C(O)Cc3ccccc3)cc2C1 (configuration not stated) | -3.3%
O=C(NCC1CCOCC1)[C@@H]1C[C@@H](c2ccc(F)cc2)N(CCOc2ccccc2)C1 | u
O=C([C@@H]1C[C@H](F)CN1C(=O)NC1CCCCC1)N1CCc2ccccc2C1 | i
CCOCN(C(=O)Cn1cnc2cc(C)c(C)cc21)c1c(C)cccc1CC | u
COc1ccc(CC(=O)NC2CCN(c3cc(-c4ccc(Cl)cc4)[nH]n3)CC2)cc1 | -14.9%
CCCCOc1cccc(C(=O)N2CCN(CCc3ccncc3)CC2)c1 | -28.7%
COc1cccc(CN2CCC3(CCC3OC)CC2)c1 (configuration not stated) | -6.2%
COc1ccccc1N1CCN(c2ncccc2CNC(=O)c2ccoc2)CC1 | -24.9%
CCC(=O)Nc1ccc(C2(C(=O)O)CCC2)cc1 | 21.5%
COc1ccc(NC(=O)C2CCC(CNS(=O)(=O)c3ccc(Br)s3)CC2)c(OC)c1 (configuration not stated) | -1.9%
O=[S+]1([O-])NC2(CCN(CC3CCCC3)C2)COc2ccncc21 (configuration not stated) | 0.2%
CCOc1ccccc1NC(=O)N1CC(c2nnc(-c3ccncc3)o2)C2(CCOCC2)C1 (configuration not stated) | 2.2%
Cc1ccc(NC(=O)Nc2ccc(C)n(CC(=O)NCCC(C)C)c2=O)cc1 | i
COc1cccc(CCC(=O)N2CCC3(CC2)CC(N(C(C)=O)C2CC2)CCO3)c1 (configuration not stated) | i
CCn1cc(C(=O)N(C)c2ccc(C(C)C)cc2)c2cc(OC)c(OC)cc2c1=O | u
CC(C)OCCCNC(=O)c1cn(C)c2ccc(S(=O)(=O)N(C)C3CCCCC3)cc2c1=O | 41.1%[activator]
C=CCNC(=O)c1cnn2c1CN([S+](=O)([O-])c1cccc(OC)c1)CC2 | -18.9%
CCC(CC)NC(=O)C1CCc2ncc(-c3ccsc3)n2C1 (configuration not stated) | i
CNC(=O)C1CN(S(=O)(=O)c2cccs2)CC12CCCCC2 (configuration not stated) | -11.1%
COc1cc(NC(=O)Cn2cccc2-c2nc(-c3ccc(OC)c(F)c3)no2)cc(OC)c1 | -19.7%
CC(C)c1cc(CN2CCC(N3CCC(C(=O)NCc4ccccn4)CC3)CC2)[nH]n1 | i
Cn1cccc1C(=O)N[C@H]1C[C@@H](C(=O)O)N(C(=O)CCC(=O)N2C[C@@H](NC(=O)c3cccs3)C[C@H]2C(=O)O)C1 | 1.0%
CC(C)NC(=O)NC[C@H]1OC[C@@H](NCc2cccnc2)[C@@H]1O | 7.2%[44.1 µM]
CCOC(=O)C1=C(CN(CC)Cc2ccccc2)NC(=O)NC1c1ccc(OC)cc1 (configuration not stated) | i
CC(Cn1cncn1)NC(=O)c1ccc(S(=O)(=O)NCCO)cc1 (configuration not stated) | i
COc1ccc(Nc2ncnc3c2nc2n3CCCC2)cc1Cl | -11.2%
COc1ccccc1NC(=O)c1ccc(CN2C(=O)C(C)=C(c3ccc(C)c(C)c3)S2(=O)=O)cc1 | 39.2%[activator]
COc1ccc(N2CCN(C(=O)Cn3c(N4CCc5ccccc5C4)nc(C)cc3=O)CC2)cc1 | i
CCCn1cc(-c2ccncc2)cc1C(=O)NCc1cccc(F)c1 | u
COCC(=O)Nc1ccc(-n2ccnc2-c2ccc(O)c(OC)c2)cc1C | u
COc1ccc(C(=O)NCC(=O)N2CCCCCNC(=O)CC2c2ccccc2)c(OC)n1 (configuration not stated) | u
